# NTMT1 inh = inhibitors of human N-terminal methyltransferase NTMT1 | 59,000 compounds, 2.5% hits | Potency, µM (highest dose often 114 µM), inactives show at the top dose activity change, negative = inhibition, actives largely listed as inhibitors | NTMT1 MTase-Glo SAH luminescence, purified enzyme; active = well fitted inhibition curve with a large enough effect; inconclusive = small, poorly fitted or top-dose-only effect;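 note: plate controls were DMSO vehicle for no effect and no enzyme for full effect; nearly all actives have a fitted effect of over 65% in size; many of its hits are not listed in these tables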
# Target sequence (Q9BV86 whole entry, looked up): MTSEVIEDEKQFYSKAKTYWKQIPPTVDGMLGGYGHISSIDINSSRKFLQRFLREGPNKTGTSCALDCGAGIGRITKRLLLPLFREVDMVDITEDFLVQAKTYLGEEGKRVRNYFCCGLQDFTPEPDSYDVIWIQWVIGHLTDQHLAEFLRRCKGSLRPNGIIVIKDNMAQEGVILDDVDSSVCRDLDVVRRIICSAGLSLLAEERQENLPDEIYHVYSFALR
# Active calls of the source: *; u = inconclusive; & = joins results of further samples; [ ] = dose if it differs, or a comment. Potency is the fitted concentration of half-maximal effect.
SMILES,NTMT1 inh
CCCn1c(C)nc2c(NCCCCN3CCCC3)nc(C)nc21,u
CCOc1ccc(CCNC(=O)c2cc3sccc3n2Cc2ccccc2)cc1OCC,4%
Oc1cccc2cc(N3CCCC3)cnc12,10%
COc1cccc(Cn2ncc3c4sc(Br)cc4n(C)c3c2=O)c1,-2%
COc1ccc(C2Cc3ccccc3C(=O)N2Cc2ccccc2)cc1COc1ccc(NC(C)=O)cc1 (stereo unspecified),12%
O=C(Nc1ccc(S(=O)(=O)Nc2nccs2)cc1)C1CC(OCc2ccccc2)C1 (stereo unspecified),4%
COc1cc(F)c(S(=O)(=O)N2CCN(S(=O)(=O)c3cccc(NC(C)=O)c3)CC2)c(F)c1,-2%
Cc1ccc(-c2ccc(=O)n(CC(=O)NCCCN(C)C)n2)cc1,11%
O=S(=O)(c1ccc2c(c1)OCCO2)N1CCN(S(=O)(=O)c2c(Cl)cc(C(F)(F)F)cc2Cl)CC1,21%
O=C(OCC#CCSc1nnc(-c2cccc3ccccc23)o1)c1ccc(F)cc1,-4%
Cc1ccc(-c2cc(C(=O)Nc3ccccc3)c3ccccc3n2)cc1C,u
O=C(OCC#CCSc1nnc(-c2cccc3ccccc23)o1)c1ccc(Cl)c(C(F)(F)F)c1,17%
COc1ccc2cc3cc(C(=O)Nc4ccc(F)cc4)sc3nc2c1,-18%
COc1cc(O)c(C(CC(=O)N2CCCC(COc3ccc(F)cc3)C2)c2ccc3c(c2)OCO3)c(OC)c1 (stereo unspecified),8%
O=c1c2ccc(-c3cn[nH]c3)cc2nc2sc(Nc3ccc4c(c3)CCC4)nn12,-15%
CCOc1ccc(CCNC(=O)c2ccccn2)cc1OCC,7%
Cc1ccc(NC(=O)CN2C(=O)N/C(=C\c3cccn3-c3cccc(C(=O)O)c3)C2=O)cc1,u
CCCn1c(C)nc2c(NCCCN(CC)CC)nc(C)nc21,6%
Cc1cc(C)cc(Cn2ncc3c4sc(C)cc4n(C)c3c2=O)c1,8%[57.5 µM]
Cc1ccnc(NCc2ccc(O)c3ncccc23)c1,-4%
C[C@@](Cc1ccccc1)(C(=O)O)N1C(=O)c2ccc(C(=O)O)cc2C1=O,7%
Cc1cc(C)nc(NC(=S)N2CCN(c3nccc(C(F)(F)F)n3)CC2)c1,u
Cc1ccc(OCCn2c(CCNC(=O)C(C)(C)C)nc3ccccc32)cc1,-2%[57.5 µM]
O=C(COC(=O)CNC(=O)C1CCCCC1)Nc1ccccc1Cl,0%
FC(F)(F)c1ccccc1-c1nc(NCc2ccc(-c3ccncc3)cc2)c2ccccc2n1,0%
Cc1ccccc1C(=O)NCC(=O)OC(C(=O)Nc1cc(C(F)(F)F)ccc1Cl)c1ccccc1 (stereo unspecified),-4%
Cc1sc(NC(=O)Cc2ccc3c(c2)OCO3)nc1-c1ccc2c(c1)CCN2C(=O)C1CCCCC1,8%
Cc1ccccc1OC1=NS(=O)(=O)c2ccccc21,11%
Nc1n[n+]([O-])c2ccccc2[n+]1[O-],15%
Cc1nc(Nc2ccccc2)c2nc(-c3ccccc3)n(CCCN3CCCCC3C)c2n1 (stereo unspecified),-18%
O=C(CSc1nc2ccc(S(=O)(=O)N3CCOCC3)cc2[nH]1)N1CCOCC1,-18%&22%
O=C(C1CCN(c2nc(-c3ccc(Br)cc3)cs2)CC1)N1CCNCC1,u
Cc1cc2c(s1)c1cnn(Cc3ccccc3)c(=O)c1n2C,-1%
Cc1nnc(-c2ccccc2)n1CCCn1ccnc1,10%
COc1ccc(C2Nc3ccccc3C(=O)N2Cc2ccccc2)cc1COc1ccc(C(N)=O)cc1 (stereo unspecified),16%[57.5 µM]
CN(Cc1ncc[nH]1)c1ncnc2ccc(-c3ccc4c(c3)OCO4)cc12,u
COc1ccc(-c2nc(Nc3ccc(F)c(F)c3)c3ccccc3n2)cc1,-16%
c1nc(NCc2ccoc2)c2cc(-c3ccc4c(c3)OCO4)ccc2n1,u
O=C1CCc2cc(S(=O)(=O)Nc3cccc4ccccc34)ccc2N1,u
COC(=O)c1ccccc1NC(=O)c1ccc(F)cc1F,11%
O=C(O)c1ccc(O)c2ncc(-c3cccc(N4CCOCC4)c3)cc12,21%
CCCCN1C(=O)c2ccccc2NC1c1ccc(OC)c(COc2ccc(NC(C)=O)cc2)c1 (stereo unspecified),0%
CN(Cc1ccco1)Cc1ccc(O)c2ncccc12,16%
Cc1cc(-c2nnc3n2CCCCC3)c(C)n1-c1ccccn1,-14%
CC(=O)C1CCC2C3CCC4=CC(=O)CCC4(C)C3CCC12C (stereo unspecified),u
O=S(=O)(Nc1ccc(-c2ccccc2)cc1)c1ccc(NCc2cccc(Cl)c2O)cc1,0%
O=C(Nc1ncc(Cc2ccc(C(F)(F)F)cc2)s1)c1ccc(-c2ccc([N+](=O)[O-])cc2)o1,18%
Cc1ccnc(NC(=S)N[C@@H]2CCN(c3cccc(C(F)(F)F)c3)C2)c1,16%
O=C1c2ccccc2NC(c2ccc(-c3ccc(-c4ccccc4)cc3)o2)N1O (stereo unspecified),8%
Cc1cc2c(s1)c1cnn(Cc3cccc(Cl)c3F)c(=O)c1n2C,2%[57.5 µM]
Oc1cc(-c2ccc(N3CCCCC3)nc2)cc2cccnc12,15%
Cc1cnc(-c2ccccc2C2CC2)nc1NCc1ccc(-c2cccnc2)cc1,10%
N#CN1CCC(NC(=O)c2cccc(F)c2)CC1,17%
Cc1ccc(-c2ccc(C(C)Nc3nc(-c4ccccc4C(C)C)ncc3C)cc2)cn1 (stereo unspecified),-4%
O=S(=O)(c1ccc2c(c1)OCCO2)N1CCN(S(=O)(=O)c2cc(F)ccc2F)CC1,0%
Cc1cc(C)nc(NC(=S)N2CCN(c3nc4ccccc4s3)CC2)c1,u
Cc1cc(C)nc(NC(=S)N2CCN(c3ccc(F)c(F)c3F)CC2)c1,u
COc1cc(O)c(C(CC(=O)N2CCCCC2)c2ccc3c(c2)OCO3)c(OC)c1 (stereo unspecified),19%
O=C(c1ccccc1)N1CCN(c2nc(-c3cccs3)nc3ccccc23)CC1,4%
CCC(=O)NC(C)c1cc(Cl)c2ccccc2c1O (stereo unspecified),u

# Later entries:
SMILES,NTMT1 inh
Cc1ccc(C(=O)NC2CCN(C#N)CC2)cc1,20%
O=C1CCCC2=C1C(c1ccncc1)N=C(Nc1nc3ccccc3o1)N2 (stereo unspecified),11%
CCN(CC)CCCCn1c(-c2ccccc2)nc2c(Nc3ccccc3)nc(C)nc21,-2%
CC(C)CC(O)C(=O)Nc1cc(C(F)(F)F)ccc1Cl (stereo unspecified),1%
Cc1cc2c(s1)c1cnn(Cc3c(Cl)ccc(C)c3F)c(=O)c1n2C,12%
O=[N+]([O-])c1cccc(CSc2nc3ncc(Br)cc3[nH]2)c1,0%[57.5 µM]
Cn1cnc(CN=C2NC3=C(C(=O)CCC3)C(c3[nH]ncc3Cl)N2)c1 (stereo unspecified),7%
O=C(O)c1ccc2c(c1)C(=O)N([C@@H](C(=O)O)C(c1ccccc1)c1ccccc1)C2=O,5%[57.5 µM]
CSc1ccc(CNc2ncnc3ccc(-c4c(C)noc4C)cc23)cc1,13%
FC(F)(F)c1ccccc1-c1nc(NCc2ccc(Br)cc2)c2ccccc2n1,11%
CCOc1ccc(C(=O)Nc2ccc(-c3nc4ccccc4[nH]3)cc2)cc1,-1%
CC(C)(C)OC(=O)Cc1nnc(-c2cc3ccccc3[nH]2)o1,14%[57.5 µM]
CN(Cc1ccc(-c2ccc(C#N)cc2)o1)c1ccc(N2CCN(C(=O)OC(C)(C)C)CC2)cc1,u
Cc1ccc(-c2ccc(=O)n(CC(=O)N(C)C(C)C(C)C)n2)cc1 (stereo unspecified),10%
Cc1cnc(-c2ccccc2C(C)C)nc1NCC1CCN(c2cnccn2)CC1,21%
CC(C)(C)OC(=O)N1CCN(c2ccc(NCc3ccc(-c4ccc(C#N)cc4)nc3)cc2)CC1,-11%
Cc1cc(C)nc(NC(=S)N2CCN(c3cncs3)CC2)c1,u
FC(F)Oc1ccc(C2=Nn3c(nnc3-c3ccccc3Cl)SC2)cc1OCC1CC1,2%
Cc1ccc(-c2cc(C(=O)Nc3ccc(C(=O)O)cc3)c3ccccc3n2)cc1C,u
Cn1nnnc1Sc1ncnc2scc(-c3ccccc3S(C)(=O)=O)c12,1%

# In another format: 19 of the compounds above
molecule | NTMT1 inh
O=C1CCCC2=C1C(c1ccncc1)N=C(Nc1nc3ccccc3o1)N2 (stereo unspecified) | 11%
CCN(CC)CCCCn1c(-c2ccccc2)nc2c(Nc3ccccc3)nc(C)nc21 | -2%
CC(C)CC(O)C(=O)Nc1cc(C(F)(F)F)ccc1Cl (stereo unspecified) | 1%
Cc1cc2c(s1)c1cnn(Cc3c(Cl)ccc(C)c3F)c(=O)c1n2C | 12%
O=[N+]([O-])c1cccc(CSc2nc3ncc(Br)cc3[nH]2)c1 | 0%[57.5 µM]
Cn1cnc(CN=C2NC3=C(C(=O)CCC3)C(c3[nH]ncc3Cl)N2)c1 (stereo unspecified) | 7%
O=C(O)c1ccc2c(c1)C(=O)N([C@@H](C(=O)O)C(c1ccccc1)c1ccccc1)C2=O | 5%[57.5 µM]
CSc1ccc(CNc2ncnc3ccc(-c4c(C)noc4C)cc23)cc1 | 13%
FC(F)(F)c1ccccc1-c1nc(NCc2ccc(Br)cc2)c2ccccc2n1 | 11%
CCOc1ccc(C(=O)Nc2ccc(-c3nc4ccccc4[nH]3)cc2)cc1 | -1%
CC(C)(C)OC(=O)Cc1nnc(-c2cc3ccccc3[nH]2)o1 | 14%[57.5 µM]
CN(Cc1ccc(-c2ccc(C#N)cc2)o1)c1ccc(N2CCN(C(=O)OC(C)(C)C)CC2)cc1 | u
Cc1ccc(-c2ccc(=O)n(CC(=O)N(C)C(C)C(C)C)n2)cc1 (stereo unspecified) | 10%
Cc1cnc(-c2ccccc2C(C)C)nc1NCC1CCN(c2cnccn2)CC1 | 21%
CC(C)(C)OC(=O)N1CCN(c2ccc(NCc3ccc(-c4ccc(C#N)cc4)nc3)cc2)CC1 | -11%
Cc1cc(C)nc(NC(=S)N2CCN(c3cncs3)CC2)c1 | u
FC(F)Oc1ccc(C2=Nn3c(nnc3-c3ccccc3Cl)SC2)cc1OCC1CC1 | 2%
Cc1ccc(-c2cc(C(=O)Nc3ccc(C(=O)O)cc3)c3ccccc3n2)cc1C | u
Cn1nnnc1Sc1ncnc2scc(-c3ccccc3S(C)(=O)=O)c12 | 1%

# (list continues)
SMILES,NTMT1 inh
O=C(Cc1ccccc1)Nc1nnc(-c2ccncc2)s1,5%
c1cncc(-c2ccc(CNc3nc(C4CCCC4)nc4ccccc34)cc2)c1,9%
Cc1cnc(-c2ccccc2C(C)C)nc1NCc1cccs1,2%[57.5 µM]
N#Cc1c(-c2cccc(O)c2)no[n+]1[O-],-26%[57.5 µM]
C=CCNC1=C2C[C@@H](C)C[C@H](OC)[C@H](O)[C@@H](C)/C=C(\C)[C@H](OC(N)=O)[C@@H](OC)/C=C\C=C(/C)C(=O)NC(=CC1=O)C2=O,-7%
O=C(Nc1ncc(Cc2ccc(C(F)(F)F)cc2)s1)c1cn(-c2ccccc2)cn1,17%
O=C(OCC#CCSc1nnc(-c2cccc3ccccc23)o1)c1ccc(F)cc1F,4%[57.5 µM]
Cc1ccc(-c2ccc(=O)n(CC(=O)NCc3ccccc3)n2)cc1,-4%
O=C1CCCC2=C1C(c1ccncc1Cl)N=C(Nc1nc3ccccc3o1)N2 (stereo unspecified),-10%[57.5 µM]
Cc1noc(C)c1-c1csc(N2CCC(C(N)=O)CC2)n1,13%
CCOC(=O)C1CCN(C(=O)CNC(=O)Nc2ccccc2Cl)CC1,1%[57.5 µM]
Cc1ccc(OCCn2c(CCNC(=O)CCN3CCCCC3)nc3ccccc32)cc1,0%[57.5 µM]
Cc1nc(NCCO)c2nc(-c3ccccc3)n(CC3CCN(C)CC3)c2n1,-9%
CC(C)(C)c1ccc(SC2=NS(=O)(=O)c3ccccc32)cc1,-2%
Cc1csc(CNc2ncnc3cc(-c4ccc5c(c4)OCO5)ccc23)n1,0%
CSc1ccc(-c2cncc(NC(=O)c3cccs3)c2)cc1,6%
CC(=O)Nc1sc2c(c1-c1ccco1)CCNC2,-14%[57.5 µM]
CNc1nnc(-c2cccc3ccccc23)o1,-1%
Cc1cc(NS(=O)(=O)c2ccc(NC(=O)Cc3cccc4ccccc34)cc2)no1,0%
CCCCNc1nc(C)nc2c1nc(-c1ccccc1)n2CC1CCCN1CC (stereo unspecified),-13%
CS(=O)(=O)c1ccc(C(=O)OCC(=O)N2CCOCC2)cc1[N+](=O)[O-],15%
COc1cccc(CNc2ccc(S(=O)(=O)Nc3cccc(N4CCNCC4)c3)cc2)c1O,u
O=c1c2ccc(F)cc2nc2sc(Nc3ccc4c(c3)CCC4)nn12,-19%[57.5 µM]
COc1c(NS(=O)(=O)c2ccc(C)cc2)cccc1C(=O)Nc1nc(-c2ccccc2)cs1,18%
Brc1sc2c(c1-c1nc3ccccc3s1)CCNC2,-17%
CC(C)(C)OC(=O)NCCOCCOCCOc1cccc(-n2ncc3c2CCCC3NC(=O)c2ccccn2)c1 (stereo unspecified),3%
COc1c(Cl)cccc1NC(=O)c1c(NC(=O)Cc2ccccc2)sc2c1CCCC2,10%
Cc1ccc(S(=O)(=O)Nc2cccnc2C(=O)Nc2nc(-c3ccccc3)cs2)cc1,23%
c1nc(NCCc2cnc[nH]2)c2ccc(-c3ccc4c(c3)OCO4)cc2n1,-18%
NC(=O)C1CCN(c2nc(-c3ccc4c(c3)OCCCO4)cs2)CC1,-6%[379 µM]
CC1=NN(c2ccc(C(=O)O)cc2)C(=O)/C1=C/c1ccc(-c2cc(C)c(C)cc2[N+](=O)[O-])o1,50µM*

# Screening results deposited in PubChem BioAssay by National Center for Advancing Translational Sciences (NCATS).

# An excerpt; the hit share may differ from the screen's.
